MBNL1 CUG block: MBNL1-poly(CUG) RNA binding inhibition; Q9NR56; TR-FRET MBNL1-His/biotin-(CUG)12 binding, 665/545 ratio; Potency, µM (titrated, usually from 57.5 µM), for inactives: top-dose activity change, negative = inhibition, hits mostly inhibitors; 280,000 tested, 0.036% active; AID 2675; active means well fitted inhibition curve with a large enough effect in the signal ratio, with a control signal flat, not every such curve was filed as active; inconclusive means small, poorly fitted or top-dose-only effect, or effect the other way, or a change in a side signal; inactive means no such curve, though single readings can be large or run the other way; the % refers to the signal ratio; further: potency means the concentration at half of the fitted maximal effect; on the % scale 0 is the no-effect control and ±100 the full control effect
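Compounds (final 92 nM to 58 uM) are added to His-tagged MBNL1 and biotin-(CUG)12, then terbium anti-His antibody and streptavidin-XL665 (5 nM final). After 60 min at room temperature, the 665/545 nm ratio is read.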
KCNH2 3.1 inh: inhibitors of human KCNH2 3.1 potassium channel isoform | U2OS KCNH2 3.1, thallium flux FluxOr; active compounds read low | 340,000 tested, 0.95% active | activity change, % (tested at about 1.8 µM);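 active means maximum activity change below -70%; inconclusive means maximum activity change from -70% to -50%; inactive means maximum activity change above -50%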;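 further: thallium influx rate constant from kinetic fluorescence after stimulation buffer; on the % scale 0 is the no-effect control and ±100 the full control effect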
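FluxOr-based Tl+ influx in U2OS cells transduced with KCNH2 3.1 virus; rate constants normalized to DMSO controls.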
FLuc modulator: firefly luciferase modulation, counter-screen for miR-21 project | Potency, µM (highest dose often 57.5 µM), for inactives: top-dose activity change, negative = inhibition, most hits filed as inhibitors | 360,000 tested, 6.9% active | purified FLuc, Km substrates, luminescence inhibition | AID 588342;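 further: potency means the concentration at half of the fitted maximal effect; plate controls were vehicle for no effect and reference inhibitor for full effect; nearly all actives have a fitted effect of over 55% in size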
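Purified P. pyralis luciferase, 10 nM final, with Km-level 10 uM D-luciferin and 10 uM ATP in 50 mM Tris acetate pH 7.5, 10 mM Mg acetate, 0.01% Tween-20, 0.05% BSA; 6-point qHTS titration about 60 µM downward; luminescence read.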
RORgamma inh: blocks mouse ROR gamma transcriptional activity | P51450 | Potency, µM (top dose mostly 53.6 µM), for inactives: at the highest dose activity change, negative = inhibition, most hits filed as inhibitors | Drosophila S2 Gal4-RORgamma UAS-luciferase reporter, 20 h | 310,000 tested, 5.4% active; further: potency means the concentration at half of the fitted maximal effect; on the % scale 0 is the no-effect control and ±100 the full control effect; nearly all actives have a fitted effect of over 60% in size
Target sequence (P51450 whole entry, looked up, the tested form may be a part): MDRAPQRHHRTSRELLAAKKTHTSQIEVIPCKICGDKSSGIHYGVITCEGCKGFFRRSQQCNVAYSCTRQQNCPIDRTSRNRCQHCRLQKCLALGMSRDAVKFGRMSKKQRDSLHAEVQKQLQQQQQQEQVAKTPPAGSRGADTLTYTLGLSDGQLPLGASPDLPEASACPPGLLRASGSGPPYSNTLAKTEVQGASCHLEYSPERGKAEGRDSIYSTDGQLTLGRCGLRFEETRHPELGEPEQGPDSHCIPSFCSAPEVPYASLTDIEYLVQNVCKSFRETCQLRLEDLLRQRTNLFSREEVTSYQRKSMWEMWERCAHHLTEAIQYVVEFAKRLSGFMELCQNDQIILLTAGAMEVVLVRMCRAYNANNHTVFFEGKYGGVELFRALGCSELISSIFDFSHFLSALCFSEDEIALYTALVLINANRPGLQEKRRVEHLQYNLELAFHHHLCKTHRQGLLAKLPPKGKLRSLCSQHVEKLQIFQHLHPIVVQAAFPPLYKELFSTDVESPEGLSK
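Drosophila S2 cells stably expressing Gal4-DBD/mouse RORγ fusion under metallothionein promoter plus UAS-luciferase; compound 1 h, then 700 uM CuSO4 induction for 20 h at ambient temperature; inhibition read as reduced luminescence.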
ELG1 repair inh: inhibitors of ELG1-dependent DNA repair in HEK293T cells; AID 504467; HEK293T ELG1-luciferase reporter, luminescence, 16 h; DNA damage induced by 5-fluorouridine; 330,000 tested, 2.3% active; Potency, µM (doses to about 46.1 µM), for inactives: top-dose activity change, negative = inhibition, hits mostly inhibitors; further: potency means the concentration at half of the fitted maximal effect; on the % scale 0 is the no-effect control and ±100 the full control effect; nearly all actives have a fitted effect of over 55% in size
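Step one: seed 2,000 cells per well. Step two: pin-transfer compound or DMSO alongside 5-fluorouridine. Step three: incubate 16 hr, 37 °C, 5% CO2. Step four: add ONE-Glo, wait 30 min, read luminescence.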
NPC1 promoter act: NPC1 promoter activation; Huh7 NPC1 promoter luciferase reporter, 24 h; Potency, µM (titrated, usually from 9.22 µM), inactives show at the top dose activation, hits mostly activators; 320,000 tested, 2.4% active; AID 485313;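 further: potency means the concentration at half of the fitted maximal effect; % of control where 0% means no effect; nearly all actives have a fitted effect of over 60% in size; reporter is driven by a mutant NPC1 promoter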
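Readout is luciferase luminescence, reflecting NPC1 promoter activation in stably transfected Huh7 cells after 24 h compound exposure at 37 °C in reduced-serum medium with 10% FBS.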
Gal4-VP16 FLuc: counter-screen for ROR gamma inhibitors: Gal4-VP16 reporter; 310,000 tested, 3.5% active; Drosophila S2 Gal4-VP16 UAS-luciferase, luminescence, 20 h; Potency, µM (titrated, usually from 53.6 µM), without a hit: at the highest dose activity, negative = inhibition, hits mostly inhibitors;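 further: Gal4-VP16 expression switched on by copper sulfate through the metallothionein promoter; potency means the concentration at half of the fitted maximal effect; on the % scale 0 is the no-effect control and ±100 the full control effect; nearly all actives have a fitted effect of over 50% in size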
Mito fusion act: blocks mitochondrial division or promotes mitochondrial fusion. S. cerevisiae fusion-defective mutant growth rescue, CellTiterGlo 48 h. Potency, µM (doses to about 46.1 µM), inactives show at the top dose growth rescue (activation), actives largely listed as activators. 320,000 tested, 0.23% active;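 further: potency means the concentration at half of the fitted maximal effect; % of control where 0% means no effect; nearly all actives have a fitted effect of over 45% in size; temperature-sensitive fusion mutants such as fzo1-1 at 37 °C on non-fermentable ethanol glycerol medium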
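Read-out: ATP-based luminescence (CellTiterGlo, 10 min ambient) reporting growth of fusion-defective ts yeast after 48 hours at 37C on glycerol/ethanol YPEG medium in the presence of compound.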
Menin MLL FP TR: menin-MLL binding inhibition, Texas Red mutant peptide. 270,000 tested, 0.23% active. O00255. Potency, µM (top dose mostly 61.6 µM), inactives show top-dose FP activity change, negative = inhibition, actives largely listed as inhibitors. Menin + Texas Red MLL mutant peptide, fluorescence polarization; active means well fitted inhibition curve with a large enough effect in the polarisation, with a control signal flat, not every such curve was filed as active; inconclusive means small, poorly fitted or top-dose-only effect, or effect the other way, or a change in a side signal; inactive means no such curve, though single readings can be large or run the other way; the % refers to the polarisation; further: potency means the concentration at half of the fitted maximal effect; % of control where 0% means no effect; many of its hits are not listed in these tables
PKM2 activator: activators of human pyruvate kinase M2; Potency, µM (titrated, usually from 57.5 µM), inactives show at the top dose activation, hits mostly activators; AID 1631; purified PKM2, Kinase-Glo ATP luminescence, activation; response scale: 0% is enzyme alone, no compound; 260,000 tested, 0.34% active; P14618; further: potency means the concentration at half of the fitted maximal effect; on the % scale 0 is the no-effect control and ±100 the full control effect; nearly all actives have a fitted effect of over 55% in size
Target sequence (P14618 whole entry, looked up): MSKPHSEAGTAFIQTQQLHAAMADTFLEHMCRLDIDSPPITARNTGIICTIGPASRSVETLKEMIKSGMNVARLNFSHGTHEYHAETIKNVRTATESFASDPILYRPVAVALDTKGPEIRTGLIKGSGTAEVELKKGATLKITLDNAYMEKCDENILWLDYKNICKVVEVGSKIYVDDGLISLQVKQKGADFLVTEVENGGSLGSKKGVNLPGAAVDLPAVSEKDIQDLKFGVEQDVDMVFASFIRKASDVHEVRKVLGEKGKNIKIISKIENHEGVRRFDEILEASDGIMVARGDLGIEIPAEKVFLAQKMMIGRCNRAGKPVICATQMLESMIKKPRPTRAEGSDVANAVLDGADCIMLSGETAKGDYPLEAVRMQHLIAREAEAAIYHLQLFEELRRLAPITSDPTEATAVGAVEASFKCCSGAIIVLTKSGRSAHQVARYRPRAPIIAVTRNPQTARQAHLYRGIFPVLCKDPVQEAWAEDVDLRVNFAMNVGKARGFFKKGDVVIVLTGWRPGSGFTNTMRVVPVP
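ATP formation by purified human PK-M2, quantified via coupled luciferase luminescence after 1 h at room temperature with 0.1 mM ADP and 0.5 mM PEP final.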
Rab9 promoter act: activators of Rab9 promoter | Huh7 Rab9 promoter-luciferase reporter, luminescence, 24 h | Potency, µM (series often up to 9.22 µM), for inactives: top-dose activation, negative = inhibition, hits mostly activators | 320,000 tested, 2.8% active | AID 485297; further: potency means the concentration at half of the fitted maximal effect; % of control where 0% means no effect; nearly all actives have a fitted effect of over 60% in size
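Promoter activation is measured as luciferase luminescence in Huh7 cells stably transfected with a Rab9 promoter–luciferase construct, following 24 h compound exposure at 37 °C and 10 min reagent incubation at ambient temperature.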
Numbers without * were called inactive; ? = inconclusive; · = not tested or not shown; [ ] = another dose, or the depositor's remark. Unless noted, the call rests on the fitted dose curve; in most records, active means well fitted curve in the direction sought with a large enough effect; inconclusive means small, poorly fitted or top-dose-only effect, or another doubt; inactive means no such curve, though single readings can be large; an effect the other way counts as inactive or inconclusive.

SMILES	MBNL1 CUG block	KCNH2 3.1 inh	FLuc modulator	RORgamma inh	ELG1 repair inh	NPC1 promoter act	Gal4-VP16 FLuc	Mito fusion act	Menin MLL FP TR	PKM2 activator	Rab9 promoter act
CCN(CC)S(=O)(=O)c1cccc(-c2nc3n(n2)Cc2ccccc2-3)c1	8%	4	12µM*	14%	-2%	?	-1%	0%	0%	2%	?
O=C(NCCc1ccc(Cl)cc1)C1CCN(C(=O)c2sccc2-n2cccc2)CC1	2%	2	5%	?	?	-1%	-6%	6%	-15%	8%	3%
Cn1c(=O)oc2cc(S(=O)(=O)N3CCCC(C(=O)NCC4COc5ccccc5O4)C3)ccc21 (stereo unspecified)	-9%	-13	3%	?	?	4%	-15%	-1%	0%	8%	-2%
COc1ccc(S(=O)(=O)N2CCCOC2CNC(=O)C(=O)NCCCn2ccnc2)cc1 (stereo unspecified)	-1%	·	-2%	20%	8%	-12%	-4%	0%	0%	2%	-8%
CC(C)(C)Nc1scc(-c2ccccc2)[n+]1-c1ccccc1	-7%	-4	2%	30%	-2%	-2%	-6%	-1%	?	8%	-1%
N#C/C(=C\c1cn(Cc2ccc(C#N)cc2)c2ccccc12)C(=O)NCc1cccs1	·	-86*	3%	-29%	?	1%	-24%	0%	-8%	-12%	13%
CN(C)CCCNC(=O)c1cc(C(=O)Cc2ccccc2)c[nH]1	-3%	-39	2%	1%	-4%	-6%	1%[10 µM]	-2%	13%	3%	-1%
O=C(Nc1ccccc1C(=O)N1CCN(CCO)CC1)c1cccc([N+](=O)[O-])c1	?	·	-3%	-16%	?	7%	0%	-1%	·	0%	1%
CC(=O)Nc1nc(-c2cccs2)cs1	1%	-10	?	10%	?	?	8%	1%	7%	-6%	29%
C/C(=C(/NC(=O)c1ccccc1)C(=O)O)c1ccco1	12%	9	-1%	-8%	0%	-4%	-9%	0%	-19%	15%	3%
CCOC(=O)N1CCN(C(=O)C2CC(=O)N(c3ccc(C)cc3)C2)CC1 (stereo unspecified)	·	12	6%	·	8%	0%	·	3%	·	·	-31%[inhibitor]
COc1ccccc1N(CC(=O)Nc1cc(C)on1)S(=O)(=O)c1cccc(C(F)(F)F)c1	·	5	1%	·	-13%	1%	·	18%	·	·	-3%
O=C(Cn1nc(Cc2cccnc2)c2ccccc2c1=O)Nc1ccc2c(c1)OCO2	2%	-4	5%	52%	1%	-8%	-8%	2%	-1%	6%	-1%
O=c1c2ccccc2nc(SCc2ccccc2Cl)n1Cc1ccccc1	-6%	2	0%	29%	-2%	-1%	-3%	0%	15%	-5%	-5%
COc1cc(/C=C(\NC(=O)c2ccccc2)C(=O)NC(C(=O)O)c2ccccc2)cc(OC)c1OC (stereo unspecified)	15%	5	9%	-7%	-3%	-2%	-2%	3%	4%	-1%	1%
CC1CN(C(=O)CCC(=O)N2CCN(c3cccc(C(F)(F)F)c3)CC2)c2ccccc2O1 (stereo unspecified)	-2%	6	1%	?	-24%	-1%	?	?	·	·	-25%
COc1ccc(S(=O)(=O)Nc2ccccc2-c2nc3ccccc3[nH]c2=O)cc1	10%	-1	-1%	-16%	?	0%	3%	-4%	6%	-1%	-2%
O=C(CCN1C(=O)c2ccccc2C1=O)N1CCN(Cc2ccc(Cl)cc2Cl)CC1	8%	-1	8%	38%	-27%	-4%	1%	0%	-6%	-2%	-5%
COc1cccc(C2(O)CC(C(F)(F)F)=NN2C(=O)c2ccccn2)c1 (stereo unspecified)	-5%	-9	?	1.6µM*	?	24%	6.3µM*	-1%	-18%	-2%	?
CNC(=S)NNC(=O)Cc1ccc(O)cc1	-14%	4	1%	0%	4%	-4%	5%	-14%	1%	-16%	0%
COc1ccc(Nc2nc(C(=O)N(CCO)Cc3ccccc3)cs2)cc1	2%	-14	-6%	16%	?	-2%	-5%	8%	-7%	0%	-10%
O=C(CN1C(=O)COc2ccccc21)NCCN1CCc2ccccc2C1	-2%	-15	1%	28%	6%	0%	9%	-9%	-16%	16%	-2%
CC1=C2C(=O)OC(c3ccoc3)C2(C)CCC1 (stereo unspecified)	-6%	20	-2%	?	0%	-3%	-6%	-1%	1%	-3%	-5%
O=C(NCCCn1ccnc1)c1cn(-c2ccccc2)nc1-c1ccc(F)cc1	6%	-11	11µM*	23%	1%	9%	4%	0%	4%	-1%	9%
CCN(C(=O)COC(=O)COc1ccc(Cl)c(C)c1)C1CCS(=O)(=O)C1 (stereo unspecified)	·	-3	2%	·	0%	-4%	·	-1%	·	·	-2%
O=C(C1CCN(CC2CC=CCC2)CC1)N(CCc1ccccc1)Cc1ccccc1 (stereo unspecified)	-11%[11.5 µM]	·	3%	59%	?	-9%	-27%	·	?	1%	-6%
COC(=O)C1(C)NC(c2ccc(O)cc2)C2C(=O)N(c3ccc(F)cc3)C(=O)C21 (stereo unspecified)	-4%	-5	-13%	32%	0%	3%	-9%	2%	5%	-3%[11.5 µM]	0%
C/C(N)=C(/C#N)C(=O)CN1C(=O)NC(Cc2c[nH]c3ccccc23)C1=O (stereo unspecified)	1%	8	-2%	5%	7%	-1%	15%	2%	23%	·	1%
COc1cccc(/C=C(\C)C(=O)c2c(C)cc(C)[nH]c2=O)c1OC	-4%	-5	-1%	-10%	-3%	0%	3%	-4%	-15%	·	-2%[1.84 µM]
CC1(C)CC(=O)C=C(NCCc2ccccc2)C1	-2%	17	3%	-6%	-12%	-6%	3%	-1%	-6%	-2%	3%
Cc1cc(C)c(CN2CCC(CO)(CCOc3ccccc3)CC2)cc1C	-3%	-111*	0%	-1%	-1%	2%	-14%	-2%	-14%	0%	-1%
COc1ccc(S(=O)(=O)Nc2cccc(-c3ccc4nncn4n3)c2)cc1F	20%	-11	-9%	31%	-7%	-39%[inhibitor]	2%	-3%	3%	0%	-19%
Cc1c(NC(=S)N2CCN(c3cccc(Cl)c3)CC2)c(=O)n(-c2ccccc2)n1C	-9%	10	0%	-3%	?	0%	-10%	-4%	-13%	-11%	-9%
COc1ccc(S(=O)(=O)N2CCCCCC2)cc1C(=O)OCC(=O)NCC(C)C	2%	-8	-1%	6%	?	-1%	-6%	2%	-12%	-1%	-3%
CN1C(=O)[C@H]2[C@@H](/C=C/c3ccccc3)N3C(=O)CN(Cc4ccccc4)C(=O)[C@@]3(C)[C@H]2C1=O	4%	-5	-1%	27%	-11%	-1%	6%	-1%	-1%	-1%	-1%
O=c1nc(/C=C/c2ccccc2C(F)(F)F)cc(C(F)(F)F)[nH]1	-4%	6	?	·	23%	-1%	·	-4%	-6%	0%	-50%[inhibitor]
CCOC(=O)c1[nH]cnc1C(=O)Nc1ccc([N+](=O)[O-])cc1	?	-5	-1%	0%	-2%	-1%	-12%	-7%	43%[activator]	·	-5%
O=C(c1ccc2nc(-c3ccco3)c(-c3ccco3)nc2c1)N1CCN(c2ccccc2)CC1	?	-4	6%	7%	?	0%	19%	1%	4%	-3%	-8%
CN(CC(=O)Nc1ccc(S(=O)(=O)N2CCCC2)cc1)Cc1ccc(Cl)cc1Cl	·	-9	1%	0%	?	-4%	-16%	?	-6%	-8%	-6%
Cc1cc(C)n2c(SCC(=O)N3CCN(S(=O)(=O)c4ccc(Cl)cc4)CC3)nnc2n1	-1%	15	-3%	36%	-18%	3%	2%	0%	?	0%	-4%
O=C(CSc1nc2c(sc3ccccc32)c(=O)n1CCCN1CCCC1)NCC1CCCO1 (stereo unspecified)	19%	-20	-2%	-23%	-6%	13%	12%	0%	-3%	6%	-3%
O=C(COC(=O)c1sc2cc(Cl)ccc2c1Cl)Nc1ncc(Cl)cc1Cl	-6%	·	0%	2%	8%	0%	-2%	-4%	22%	-3%	-1%
COc1ccc(Cl)cc1NC(=S)NCCc1ccc(F)cc1	-8%	20	3%	14µM*	-1%	0%	18µM*	2%	?	0%	1%
O=C(CNC(=O)c1ccccc1Br)N/N=C/c1cccnc1	13%	-2	-2%	2%	?	-6%	-5%	-8%	0%	-1%[0.46 µM]	-2%
CCc1cccc(NC(=O)CSCc2nc3sc(C)c(C)c3c(=O)[nH]2)c1	·	3	5%	·	7%	-5%	·	4%	·	·	-9%

Compound activity: PubChem BioAssay, National Center for Advancing Translational Sciences (NCATS)

Some of the compounds tested; rates above refer to the full screens.
